12-hLO inh = blocks human 12-lipoxygenase activity. purified 12-hLO, xylenol orange hydroperoxide absorbance. AID 1452. Potency, µM (highest dose often 57.1 µM), without a hit: top-dose activity change, negative = inhibition, most hits filed as inhibitors. 0.12% of 150,000 active. P18054; further: potency means the concentration at half of the fitted maximal effect; nearly all actives have a fitted effect of over 55% in size; many of its hits are not listed in these tables
Target sequence (P18054 whole entry, looked up): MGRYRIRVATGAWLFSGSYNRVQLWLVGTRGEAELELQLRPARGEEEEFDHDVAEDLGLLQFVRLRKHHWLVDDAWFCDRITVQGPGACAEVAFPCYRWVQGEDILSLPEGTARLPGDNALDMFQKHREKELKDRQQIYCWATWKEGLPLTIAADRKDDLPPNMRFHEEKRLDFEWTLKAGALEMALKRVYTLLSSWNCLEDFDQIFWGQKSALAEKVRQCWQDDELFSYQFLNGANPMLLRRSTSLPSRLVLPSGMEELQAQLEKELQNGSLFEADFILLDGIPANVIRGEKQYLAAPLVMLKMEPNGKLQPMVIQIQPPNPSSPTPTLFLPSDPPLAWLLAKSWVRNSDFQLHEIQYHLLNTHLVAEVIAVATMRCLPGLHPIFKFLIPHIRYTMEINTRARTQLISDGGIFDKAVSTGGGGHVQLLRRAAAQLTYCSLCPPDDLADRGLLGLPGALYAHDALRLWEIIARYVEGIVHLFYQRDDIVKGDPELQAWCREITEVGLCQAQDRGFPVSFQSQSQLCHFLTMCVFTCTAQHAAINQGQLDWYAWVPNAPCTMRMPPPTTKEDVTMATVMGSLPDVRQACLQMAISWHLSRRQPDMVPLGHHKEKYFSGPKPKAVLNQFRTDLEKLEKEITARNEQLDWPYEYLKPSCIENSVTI
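Xylenol orange chromogenic assay: hydroperoxide from 12hLO oxidises Fe(II), giving red-shifted Fe(III)-XO absorbance. Conditions: 150 nM enzyme, 40 uM arachidonic acid, 25 mM Hepes pH 7.0, 0.01% Triton X-100, 30 min, room temperature.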
15-hLO-2 inh = 15-hLO-2 (ALOX15B) enzyme inhibition; purified 15hLO-2, xylenol orange hydroperoxide absorbance; O15296; 0.56% of 110,000 active; Potency, µM (doses to about 57.1 µM), for the others: at the top dose activity change, negative = inhibition, actives largely listed as inhibitors; further: potency means the concentration at half of the fitted maximal effect; nearly all actives have a fitted effect of over 60% in size; many of its hits are not listed in these tables
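Read-out: hydroperoxide product oxidises ferrous iron, measured as xylenol orange complex via the 573-to-405 nm absorbance ratio after 30 min. Reaction: 50 nM enzyme, 15 min compound preincubation, 45 uM arachidonic acid, 90 min RT, Hepes pH 7.5 with Triton X-100.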
PNC assembly inh = blocks assembly of the perinucleolar compartment; PC3M PTB-GFP, PNC prevalence imaging, 16 h; stronger effect = lower value; activity change (PNC), negative = inhibition, % at 10 µM; 3.1% of 140,000 active;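 active means readout at or below -70, meaning at least 70% loss of cells showing the perinucleolar compartment, a nuclear body marking cancer cells; inconclusive means readout between -30 and a set limit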;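 further: plate controls were DMSO wells for no effect and camptothecin positive control wells for full effect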
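Read-out is percentage of cells bearing a perinucleolar compartment, from automated 20x imaging of fixed, Hoechst-stained PC3M PTB-GFP cells. Cells were seeded 4 h, then exposed 16 h to compound (23 nl of library stock) in duplicate plates.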
IMPase cell inh = IMPase inhibition in cells. inhibition (IP1 accumulation), % at 46.1 µM. 120,000 tested, under 10 active. CHO-M1 cells, IP1 accumulation, HTRF TR-FRET ratio; active means well fitted curve in the direction sought with a large enough effect in the signal ratio, not every such curve was filed as active; inconclusive means small, poorly fitted or top-dose-only effect, or a change in a side signal; inactive means no such curve, though single readings can be large or run the other way; the % refers to the signal ratio;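 further: cells stimulated with carbachol in lithium chloride buffer; plate controls were DMSO basal wells for no effect and reference inhibitor wells for full effect; higher means more IMPase inhibition seen as more IP1 and lower FRET ratio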
Target sequence (P97697 whole entry, looked up): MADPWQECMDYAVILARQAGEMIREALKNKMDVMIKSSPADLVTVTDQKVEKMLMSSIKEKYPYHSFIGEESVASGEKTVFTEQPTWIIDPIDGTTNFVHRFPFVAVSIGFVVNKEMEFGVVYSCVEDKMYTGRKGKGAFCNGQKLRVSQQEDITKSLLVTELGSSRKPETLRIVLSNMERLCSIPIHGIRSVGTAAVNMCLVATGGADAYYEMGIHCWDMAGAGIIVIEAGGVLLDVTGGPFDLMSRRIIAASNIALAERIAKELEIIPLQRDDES
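In this qHTS, compounds (final up to 46 uM) act on CHO-M1 cells that are then activated through the M1 receptor with carbachol, in pH 7.4 buffer containing 50 mM LiCl, for 30 min. IP1 accumulation is quantified by the IP-One immunoassay.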
* hit, by the source's call; ? = inconclusive; nt = not tested or not shown; [ ] = another dose, or the depositor's remark. Unless noted, the call rests on the fitted dose curve; in most records, active means well fitted curve in the direction sought with a large enough effect; inconclusive means small, poorly fitted or top-dose-only effect, or another doubt; inactive means no such curve, though single readings can be large; an effect the other way counts as inactive or inconclusive. Unless noted, on the % scale 0 is the no-effect control and ±100 the full control effect.

SMILES	12-hLO inh	15-hLO-2 inh	PNC assembly inh	IMPase cell inh
Cc1cccc(C)c1NC(=O)COc1cccc(/C=N/NC(=O)C(=O)NCc2ccccc2)c1	4.2%	nt	?	-1.1
COc1ccc(S(=O)(=O)N2CCOCC2)cc1NC(=O)Cc1c(Cl)cccc1Cl	-4.1%	nt	37.1	nt
CCN(CC)c1ccc(N=Cc2c(C)[nH]c3ccccc23)cc1	-1.9%	nt	?	nt
CCCSc1nc2c(cnn2-c2ccc(C)c(C)c2)c(=O)[nH]1	-6.1%	1.5%	-95.3*	-1.0
c1ccc(-n2nnnc2SCCCSc2nc3ccccc3s2)cc1	4.2%	-0.9%	-13.7	4.4
CN(c1ccc(C(=O)Nc2ccccc2C(=O)N2CCCC2)cc1)S(C)(=O)=O	-0.8%	1.2%	?	2.6
COc1ccccc1C(=O)NCC(=O)Nc1ccccc1	-1.2%	-2.4%	22.9	-15.0
O=[N+]([O-])c1cc(S(=O)(=O)N2CCCC2)ccc1N/N=C/c1ccccn1	-0.3%	nt	-29.4	nt
CCOC(=O)N1CCN(CC(O)COc2ccccc2C(C)C)CC1 (stereo unspecified)	-1.5%	6.4%	56.4	10.1
CCCC12CN3CC(C)(CN(C1)C31C(=O)Nc3ccc(C)cc31)C2=O (stereo unspecified)	1.6%	2.1%	-6.2	10.4
O=C(CSc1ncn[nH]1)N(C1CCCCC1)C1CCCCC1	6.7%	9.2%	4.4	5.2
COc1ccc(CCNC2=NCCS2)cc1	2.4%	-15.5%	?	7.5
CCOc1ccc(C(=O)CN2CCN(S(=O)(=O)c3ccc(F)cc3)CC2)cc1	-5.3%	-15.7%	30.2	-2.3
CCCCn1c(NCc2ccccc2O)nc2ccccc21	-3.4%	9.9%	-11.9	-6.8
CC(OC(=O)c1cc2sccc2n1C)C(=O)NCCc1ccccc1 (stereo unspecified)	-9.0%	-3.8%	?	9.5
O=C(O)c1ccc(S(=O)(=O)Nc2ccc(F)c(Cl)c2)cc1	-1.1%	-10.6%	49.9	-21.2
CCN(CCO)CCCC(C)Nc1ccnc2cc(Cl)ccc12 (stereo unspecified)	-0.9%[0.00818 µM]	-0.1%[0.0915 µM]	nt	nt
O[Si@](CCCN1CCCCC1)(c1ccc(F)cc1)C1CCCCC1	12.8%	34.7%[activator]	nt	14.4
O=C(c1cc2ccccc2oc1=O)N1CCCC1	1.4%	2.6%	0.4	0.1
COc1ccc2c(c1)[nH]c1c(=O)n(CCCN3CCOCC3)cnc12	-2.2%	1.4%	23.1	1.6
Cc1ccc(NC(=O)c2cc(N3C(=O)C4CC=CCC4C3=O)ccc2N2CCOCC2)cc1Cl (stereo unspecified)	-3.0%	-5.6%	?	6.6
CSc1ccc2c(c1)[C@H](N1CCN(C)CC1)Cc1ccccc1S2	8.1%	47.9%[activator]	nt	18.1
CN(CC(=O)Nc1ccc(N2CCOCC2)cc1)CC(=O)Nc1ccccc1C#N	0.3%	nt	12.7	4.0
Cc1ccc(NC(=O)CC2C(=O)NCCN2C(=S)Nc2ccccc2)c(C)c1 (stereo unspecified)	-3.7%	nt	-18.7	-4.5
CCOC(=O)C(=O)Nc1ccc(F)cc1	9.3%	-1.6%	20.1	1.8
O=C(COc1ccc(F)cc1)NCC1CCCO1 (stereo unspecified)	-1.4%	9.6%	34.4	6.9
Cc1ccccc1S(=O)(=O)Cc1ccc(C(=O)N2CCN(c3cccc(C)c3C)CC2)o1	2.3%	11.4%	8.2	4.4
CCN1C(=O)/C(=C/c2ccc(C)s2)NC1=S	-12.8%	?	-29.8	7.7
CCC1CCCCN1CCCNC(=O)c1cn(CC(C)C)c(=O)c2cc(OC)c(OC)cc12 (stereo unspecified)	-6.3%	7.4%	-4.9	6.5
CCC1(c2ccc(Cl)cc2)NC(=S)N(c2ccccc2)N1 (stereo unspecified)	?	nt	-10.1	-1.4
O=C(Nc1nc(-c2cccs2)c(-c2cccs2)s1)C1(c2ccccc2)CC1	0.1%	nt	?	-1.3
O=[N+]([O-])c1ccccc1SN(Cc1ccccc1)c1ccccn1	-4.3%	nt	-2.1	nt
CC1Cc2ccccc2N1C(=O)CSc1nnc(-c2ccc(S(=O)(=O)N3CCCCC3)cc2)o1 (stereo unspecified)	-1.4%	9.4%	32.2	-2.8
O=C1C(Cl)=C(NCCc2ccccc2)C(=O)N1CCc1ccccc1	-17.1%	-5.5%	26.2	0.3
O=C(/C(=N/N=C/c1ccc(O)c(O)c1O)c1ccccc1)c1ccccc1	?	nt	-21.2	nt
COc1ccc(C2c3c(oc4ccccc4c3=O)C(=O)N2c2ccc(C)cn2)cc1OC (stereo unspecified)	-6.2%	nt	-11.9	?
COC(=O)c1cccc(C23CC4(C2)[C@H](CN(Cc2cccnc2)[C@@H]4c2ccccc2)C3c2ccc(C(F)(F)F)cc2)c1 (stereo partly specified)	-0.8%	45.7%[activator]	nt	nt
CC1CCCN(C(=O)COC(=O)c2ccc[nH]c2=O)C1 (stereo unspecified)	-9.4%	-1.1%	23.4	-3.9
Cc1cccc(N(CC(=O)NC2CCCC2)C(=O)CS(=O)CC(=O)Nc2ccc3c(c2)OCO3)c1 (stereo unspecified)	-2.8%	-6.3%	36.1	-9.2
Nc1nc2c(nc(Br)n2C2CC(O)C(CO)O2)c(=O)[nH]1 (stereo unspecified)	1.8%	0.1%	nt	nt
COC(=O)CN1CCN(C(c2ccccc2)c2ccccc2)CC1	-3.1%	-0.9%	18.9	0.1
O=C(O)c1nn(-c2ccc(Cl)cc2)ccc1=O	-6.3%	5.3%	-20.1	-6.0
CCC(C(=O)OCC(=O)Nc1ccc(Cl)c(S(=O)(=O)N(C)C)c1)c1ccccc1 (stereo unspecified)	-5.6%	nt	5.0	nt
CCOC(=O)c1cnn(-c2nc(-c3ccc(F)cc3)cs2)c1C(F)(F)F	-10.4%	-7.0%	69.1	5.2
Cn1c(C(=O)N2CCC(C(=O)N3CCOCC3)CC2)cc2sccc21	2.8%	-2.3%	-24.3	3.8
O=C(CSc1nnnn1-c1ccc(O)cc1)Nc1ccc(N2CCOCC2)c(Cl)c1	-2.7%	-14.6%	?	0.6
Cc1cccc(NC(=S)NCc2cccn2C)c1	-18.4%	-19.6%	?	3.3
Cc1ccc(OC(=O)C2c3ccccc3Oc3ccccc32)cc1C	-6.0%	nt	43.9	nt
CC(=O)c1cccc(NC(=O)CN(c2ccccc2)S(C)(=O)=O)c1	-0.7%	0.1%	?	8.7
Nc1cc(-c2ccc(Cl)cc2)nn1S(=O)(=O)c1ccccc1	0.8%	11.9%	-17.5	5.4
CC1CCCC(NC(=O)C2CCN(S(=O)(=O)N3CCCCCC3)CC2)C1C (stereo unspecified)	3.4%	nt	12.6	nt
CCCn1nnnc1-c1cccc(Cl)c1	3.1%	-10.6%	51.0	-1.1
Cc1nc2ccc(C(=O)N3CCN(c4ccccc4)CC3)cc2s1	-0.5%	nt	-21.2	nt
CC(C)N1CC=C2C(C#N)=C(N)C(C#N)(C#N)[C@H](c3ccoc3)[C@H]2C1	-16.7%	17.6%	115.3	5.6
CCn1c(SCc2ccc(C(=O)Nc3nccs3)cc2)nnc1-c1ccc(NC(C)=O)cc1	9.4%	5.9%	-29.9	5.9
Clc1ccc2c(NNc3ccccc3Cl)ccnc2c1	-9.1%	-27.6%	-1.5	-0.3
CCOC(=O)c1ccc(CC2S/C(=C(\C#N)C(C)=O)NC2=O)cc1 (stereo unspecified)	-14.6%	-9.7%	-26.5	-3.4
Cc1cc(C)n(-c2cc(Oc3ccccc3)ncn2)n1	-0.9%	0.2%	61.7	-3.2
Cc1ccc(C)c(N2CCN(C(=O)C3CCN(c4nc(C)cc(C)n4)CC3)CC2)c1	3.3%	5.5%	-3.0	15.5
CC(=O)c1cccc(NC(=O)C2CC(=O)N(Cc3ccccc3)C2)c1 (stereo unspecified)	4.1%	0.6%	2.2	2.5
Continuation.
SMILES	12-hLO inh	15-hLO-2 inh	PNC assembly inh	IMPase cell inh
CCN(CCNC(=O)CC1Oc2ccccc2NC1=O)c1ccccc1 (stereo unspecified)	-8.1%	4.1%	18.8	5.9
C=CCN1C(c2ccccc2)=CS/C1=C(/C#N)c1nnc(N2CCOCC2)n1-c1ccccc1	-0.9%	nt	-2.8	nt
CCn1c(SCC(=O)N2CCCCC2)nc(O)cc1=O	3.2%	5.5%	35.3	-0.7
Cc1occc1C(=O)NN=C1C2CC3CC(C2)CC1C3	-1.2%	nt	-100.0*	?
C=CCN(C#N)c1nc(OC)nc(N2CCCC2)n1	-3.0%	0.9%	?	2.3
Cc1cc(C)n(-c2nc3c(c(=O)[nH]c(=O)n3C)n2Cc2ccccc2)n1	-2.6%	0.0%	?	-0.2
CC(C)OC(=O)c1c(NC(=O)c2cnn3c2NC(c2ccccc2)CC3C(F)(F)F)sc2c1CCCC2 (stereo unspecified)	0.9%	9.6%	-0.7	-0.9
O=C(CC(=O)c1ccccc1)Nc1ccc2c(c1)OCCO2	-11.6%	-1.9%	?	1.0
COc1ccc(/C=C/C(=O)O/N=C(\N)c2ccccc2)cc1OC	-2.7%	nt	-16.7	-2.7
COC(=O)CSc1nnc(-c2ccco2)n1Cc1ccco1	-2.6%	6.5%	3.2	-1.2
Cn1c(=O)[nH]c(=O)c2c1nc(N1CCN(c3cccc(Cl)c3)CC1)n2CCCc1ccccc1	5.3%	3.3%	11.3	-0.5
O=C(CSc1nnc(-c2ccncc2)n1Cc1ccco1)N1c2ccccc2Sc2ccc(Cl)cc21	2.3%	nt	-100.0*	-7.0
COc1ccccc1N1CCN(C(=O)c2ccncc2)CC1	3.9%	-4.2%	4.0	-5.8
Cc1c(Cl)cccc1NC(=S)N1CCOCC1	-2.4%	nt	?	nt
Cc1ccc(NC(=O)/C=C\C(=O)O)c([N+](=O)[O-])c1	-1.4%	nt	-5.5	9.8

Some values from the list.
For IMPase cell inh, `COC(=O)CSc1nnc(-c2ccco2)n1Cc1ccco1` has -1.2
For 12-hLO inh, `Cn1c(=O)[nH]c(=O)c2c1nc(N1CCN(c3cccc(Cl)c3)CC1)n2CCCc1ccccc1` has 5.3%

14 neighbouring entries out of the list so far:
SMILES	12-hLO inh	15-hLO-2 inh	PNC assembly inh	IMPase cell inh
CCN(CCNC(=O)CC1Oc2ccccc2NC1=O)c1ccccc1 (stereo unspecified)	-8.1%	4.1%	18.8	5.9
C=CCN1C(c2ccccc2)=CS/C1=C(/C#N)c1nnc(N2CCOCC2)n1-c1ccccc1	-0.9%	nt	-2.8	nt
CCn1c(SCC(=O)N2CCCCC2)nc(O)cc1=O	3.2%	5.5%	35.3	-0.7
Cc1occc1C(=O)NN=C1C2CC3CC(C2)CC1C3	-1.2%	nt	-100.0*	?
C=CCN(C#N)c1nc(OC)nc(N2CCCC2)n1	-3.0%	0.9%	?	2.3
Cc1cc(C)n(-c2nc3c(c(=O)[nH]c(=O)n3C)n2Cc2ccccc2)n1	-2.6%	0.0%	?	-0.2
CC(C)OC(=O)c1c(NC(=O)c2cnn3c2NC(c2ccccc2)CC3C(F)(F)F)sc2c1CCCC2 (stereo unspecified)	0.9%	9.6%	-0.7	-0.9
O=C(CC(=O)c1ccccc1)Nc1ccc2c(c1)OCCO2	-11.6%	-1.9%	?	1.0
COc1ccc(/C=C/C(=O)O/N=C(\N)c2ccccc2)cc1OC	-2.7%	nt	-16.7	-2.7
COC(=O)CSc1nnc(-c2ccco2)n1Cc1ccco1	-2.6%	6.5%	3.2	-1.2
Cn1c(=O)[nH]c(=O)c2c1nc(N1CCN(c3cccc(Cl)c3)CC1)n2CCCc1ccccc1	5.3%	3.3%	11.3	-0.5
O=C(CSc1nnc(-c2ccncc2)n1Cc1ccco1)N1c2ccccc2Sc2ccc(Cl)cc21	2.3%	nt	-100.0*	-7.0
COc1ccccc1N1CCN(C(=O)c2ccncc2)CC1	3.9%	-4.2%	4.0	-5.8
Cc1c(Cl)cccc1NC(=S)N1CCOCC1	-2.4%	nt	?	nt

Source: PubChem BioAssay
